Compound activity: PubChem, National Center for Advancing Translational Sciences (NCATS)
EPAC2 agonist = agonists of human EPAC2 (RAPGEF4); AID 720711; EPAC2 activation, biochemical qHTS; response scale: 100% = 6.5 mM cAMP response; Potency, µM (highest dose often 154 µM), for the others: at the highest dose activation, hits mostly activators; 360,000 compounds, 0.079% hits; also: nearly all actives have a fitted effect of over 50% in size
Target sequence (Q8WZA2 whole entry, looked up): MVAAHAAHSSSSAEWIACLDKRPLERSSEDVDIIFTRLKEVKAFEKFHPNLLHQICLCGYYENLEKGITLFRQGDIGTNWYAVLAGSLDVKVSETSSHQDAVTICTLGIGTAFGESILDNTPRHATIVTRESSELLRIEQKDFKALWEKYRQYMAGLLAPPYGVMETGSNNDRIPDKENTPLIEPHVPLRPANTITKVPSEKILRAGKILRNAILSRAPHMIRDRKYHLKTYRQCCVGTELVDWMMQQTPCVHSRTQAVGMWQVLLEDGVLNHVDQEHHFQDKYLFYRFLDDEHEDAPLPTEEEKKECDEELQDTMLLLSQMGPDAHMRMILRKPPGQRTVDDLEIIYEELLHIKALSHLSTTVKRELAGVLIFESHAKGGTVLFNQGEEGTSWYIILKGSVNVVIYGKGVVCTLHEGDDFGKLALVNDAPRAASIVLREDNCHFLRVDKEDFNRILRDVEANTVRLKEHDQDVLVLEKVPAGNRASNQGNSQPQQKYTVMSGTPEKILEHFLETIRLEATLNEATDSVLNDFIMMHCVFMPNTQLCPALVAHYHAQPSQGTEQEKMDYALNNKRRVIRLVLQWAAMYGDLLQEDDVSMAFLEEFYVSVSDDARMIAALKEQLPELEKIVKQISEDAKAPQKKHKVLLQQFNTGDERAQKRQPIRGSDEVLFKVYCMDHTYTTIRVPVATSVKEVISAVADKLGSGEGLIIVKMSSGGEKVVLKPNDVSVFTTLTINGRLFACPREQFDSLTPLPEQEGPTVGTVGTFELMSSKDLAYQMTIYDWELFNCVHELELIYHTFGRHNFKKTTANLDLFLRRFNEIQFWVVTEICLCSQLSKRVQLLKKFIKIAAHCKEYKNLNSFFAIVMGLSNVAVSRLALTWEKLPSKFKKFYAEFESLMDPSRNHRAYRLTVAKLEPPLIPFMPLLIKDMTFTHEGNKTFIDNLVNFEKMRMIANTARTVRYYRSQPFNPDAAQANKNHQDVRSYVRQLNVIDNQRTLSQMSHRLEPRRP
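Compounds were titrated in qHTS against a Rap1B-BODIPY-GDP (250 nM) complex with EPAC2 (100 nM) and GDP (50 uM). BODIPY-GDP release tracked at 480/540 nm over 30 min at room temperature, normalized to 6.5 mM cAMP.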
PTHR1 ag = activates the human parathyroid hormone receptor PTHR1 | 410,000 compounds, 0.075% hits | Potency, µM (highest dose often 115 µM), inactives show top-dose activation, usual class: activators | HEK293 GP2 PTHR1 cells, GloSensor cAMP luminescence, 1 h | Q03431; also: nearly all actives have a fitted effect of over 55% in size; some results filed as inactive show a strong effect at the top dose; inactives centre near -15; many of its hits are not listed in these tables
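HEK-293-derived GP2 cells expressing PTHR1 and a GloSensor cAMP reporter, 3,000/well, plated overnight, given luciferin plus IBMX (each 0.5 mM as added) for 1 h at 37 °C, then compound for 1 h at 37 °C. Luminescence was read after 15 min at room temperature.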
aSyn rescue = inhibitors of alpha-synuclein toxicity in yeast. Yeast expressing alpha-synuclein, growth rescue, BacTiter-Glo, 24 h. Potency, µM (top dose mostly 46.1 µM), without a hit: at the highest dose growth rescue (activation), most hits filed as activators. 370,000 compounds, 0.14% hits; also: % of control where 0% means no effect; nearly all actives have a fitted effect of over 65% in size
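Galactose-induced alpha-syn yeast (OD600=0.02, raffinose-pregrown) + pinned cpd, 24 hr, 30 deg C; growth by BacTiter-Glo luminescence. Growth restoration scores as activation.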
EPAC1 antagonist = blocks human EPAC1 exchange factor. AID 720709. EPAC1 GEF assay, Rap1b-BODIPY-GDP exchange fluorescence. 360,000 compounds, 0.14% hits. Potency, µM (series often up to 115 µM), inactives show at the top dose activity change, negative = inhibition, hits mostly inhibitors. O95398;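 also: plate controls were vehicle for no effect and positive control for full effect; nearly all actives have a fitted effect of over 50% in size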
TDP-43 yeast inh = inhibitors of TDP-43 toxicity in yeast; Potency, µM (doses to about 46.1 µM), without a hit: at the top dose growth rescue (activation), hits mostly activators; TDP-43 expressing yeast growth rescue, BacTiter-Glo, 24 h; 410,000 compounds, 1.8% hits; AID 652104; also: % of control where 0% means no effect; nearly all actives have a fitted effect of over 50% in size
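Luminescence from BacTiter-Glo reports growth of TDP-43-expressing yeast after 24 hr at 30 deg C with compound. Cells were raffinose-pregrown to mid-log, then seeded in galactose medium at OD600=0.02.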
EPAC2 antag = blocks human EPAC2 exchange factor | Q8WZA2 | EPAC2 GEF exchange of Rap1B-BODIPY-GDP, fluorescence | Potency, µM (titrated, usually from 114 µM), without a hit: at the top dose activity, negative = inhibition, usual class: inhibitors | 360,000 compounds, 0.18% hits | AID 720708; also: % is scaled to controls: 0 for no effect and ±100 for the full control effect; nearly all actives have a fitted effect of over 45% in size; many of its hits are not listed in these tables
EPAC1 agonist = EPAC1 (human) agonism | 360,000 compounds, 0.073% hits | O95398 | EPAC1 agonist qHTS, biochemical assay; response scale: 100% = response to 6.5 mM cAMP | Potency, µM (titrated, usually from 154 µM), inactives show at the top dose activation, most hits filed as activators | AID 720707; also: nearly all actives have a fitted effect of over 60% in size
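Nucleotide exchange assay: 100 nM EPAC1 with 250 nM Rap1B loaded with BODIPY-GDP and 50 uM GDP, room temperature. Fluorescence (480/540 nm) read every 5 min for 30 min; signal change normalized to 6.5 mM cAMP as full agonist.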
FUS suppressor = rescues growth of FUS-expressing yeast; S. cerevisiae FUS-expressing, growth rescue, OD600, 24 h; Potency, µM (series often up to 76.6 µM), for the others: at the top dose growth rescue (activation), most hits filed as activators; 390,000 compounds, 0.24% hits; AID 1347120;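 also: plate controls were DMSO vehicle for no effect and reference control for full effect; nearly all actives have a fitted effect of over 55% in size; some results filed as inactive show a strong effect at the top dose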
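FUS-expressing yeast, raffinose-pregrown, induced in 2% galactose minimal medium at OD 0.005; compounds in a dilution series, 24hr at 30C. Growth restoration read as absorbance at 600 nm. CP55940 positive control, DMSO negative.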
* marks the source's active call; other numbers are inactive results; & = joins results of further samples; [ ] = dose if it differs, or a comment. Calls follow the shape of the dose curve; as a rule, active = well fitted curve in the direction sought with a large enough effect; inconclusive = small, poorly fitted or top-dose-only effect, or another doubt; inactive = no such curve, though single readings can be large; an effect the other way counts as inactive or inconclusive. Potency is read from the fitted curve at half-maximal effect. A portion of the library. The share of hits here may be higher or lower than overall.

`O=C(O)c1ccc(N/N=C/c2ccncc2)cc1` gave EPAC2 agonist 2%, PTHR1 ag inactive, aSyn rescue 3%, EPAC1 antagonist 11%, TDP-43 yeast inh 13%, EPAC2 antag inconclusive, EPAC1 agonist -15% and FUS suppressor -26%.
Screening CC(=O)c1ccc(N2CCN(S(=O)(=O)c3c(C(=O)N4CCCC4)c(C)n(C)c3C)CC2)cc1 returned EPAC2 agonist 9%, PTHR1 ag inactive, aSyn rescue 0%, EPAC1 antagonist -6%, TDP-43 yeast inh 12%, EPAC2 antag 5%, EPAC1 agonist 8% and FUS suppressor 6%.
Screening COc1ccc(S(=O)(=O)N2CCCCCC2)cc1C(=O)OC(C)C(N)=O (stereo not drawn) returned EPAC2 agonist 10%, PTHR1 ag inactive, aSyn rescue -1%, EPAC1 antagonist 10%, TDP-43 yeast inh -4%, EPAC2 antag -5%, EPAC1 agonist 7% and FUS suppressor 22%.
`Cc1cc(Cl)c(S(=O)(=O)N2CCSCC2)cc1OCC(=O)NC1CCCCC1` gave EPAC2 agonist 4%, PTHR1 ag -26%[57.5 µM], aSyn rescue -3%, EPAC1 antagonist -11%, TDP-43 yeast inh 14%, EPAC2 antag -8%, EPAC1 agonist 7% and FUS suppressor 19%.
For COc1ccc(Cl)cc1C(=O)Nc1cc(=O)n(C)c(=O)n1C the results were EPAC2 agonist 7%, PTHR1 ag -17%, aSyn rescue 0%, EPAC1 antagonist -3%, TDP-43 yeast inh 1%, EPAC2 antag 9%, EPAC1 agonist -10% and FUS suppressor -2%.
For CCCCOc1ccc(/C(O)=C(\C#N)c2nc3ccccc3[nH]2)cc1 the results were EPAC2 agonist 7%, PTHR1 ag -1%, aSyn rescue 0%, EPAC1 antagonist 4%, TDP-43 yeast inh -6%, EPAC2 antag -1%, EPAC1 agonist 8% and FUS suppressor 37%.
COc1nc(OC)nc(N2CCC(NC(=O)C(Cc3cccc(OC)c3OC)NC(C)=O)CC2)n1 (stereo not drawn) was read as EPAC2 agonist 3%, PTHR1 ag 7%, aSyn rescue -2%, EPAC1 antagonist 8%, TDP-43 yeast inh -18%, EPAC2 antag 32%[activator], EPAC1 agonist -1% and FUS suppressor 11%.
O=C(Cn1ncc2c([nH]c3ccccc32)c1=O)NCCCN1CCN(c2ccccc2)CC1 was read as EPAC2 agonist 1%, PTHR1 ag -46%[inhibitor], aSyn rescue inconclusive, EPAC1 antagonist 21%, TDP-43 yeast inh 8%&8%, EPAC2 antag 10%, EPAC1 agonist 2% and FUS suppressor 13%&-6%.
For O=C1Nc2ccccc2/C1=C/c1ccccc1Cl the results were EPAC2 agonist 11%, PTHR1 ag -26%, aSyn rescue 7%, EPAC1 antagonist -13%, TDP-43 yeast inh 9%, EPAC2 antag 6%, EPAC1 agonist -4% and FUS suppressor -4%.
`CCc1nnc(NC(=O)CSc2nnc(-c3ccc(S(=O)(=O)N4CCCC4)cc3)n2CC)s1` gave EPAC2 agonist -3%, PTHR1 ag -6%[57.5 µM], aSyn rescue 1%, EPAC1 antagonist -3%, TDP-43 yeast inh 2%, EPAC2 antag 5%[57.1 µM], EPAC1 agonist -2% and FUS suppressor 4%.
`O=C(Nc1cccn(Cc2ccccc2Cl)c1=O)NC1CCCCC1` gave EPAC2 agonist 14%, PTHR1 ag -35%[inhibitor], aSyn rescue -3%, EPAC1 antagonist -15%, TDP-43 yeast inh 12%, EPAC2 antag -7%, EPAC1 agonist -2% and FUS suppressor -32%.
For Cc1ccc(-n2c(CNc3ccc(F)cc3)nnc2SCC(=O)N2CCOCC2)cc1 the results were EPAC2 agonist -6%, PTHR1 ag inactive, aSyn rescue -13%, EPAC1 antagonist -2%, TDP-43 yeast inh -4%, EPAC2 antag 5%, EPAC1 agonist -11% and FUS suppressor 6%.
For CCOC(=O)c1ccc(Nc2nc(-c3cccnc3)nc3ccccc23)cc1 the results were EPAC2 agonist -3%, PTHR1 ag -9%[57.5 µM], aSyn rescue 2%, EPAC1 antagonist -6%, TDP-43 yeast inh inconclusive, EPAC2 antag -8%, EPAC1 agonist -15% and FUS suppressor 15%.
O=C(CSC(=S)N1CCCCC1)c1ccccc1 was read as EPAC2 agonist 9%, PTHR1 ag -51%[inhibitor], aSyn rescue 8%, EPAC1 antagonist -11%, TDP-43 yeast inh -18%, EPAC2 antag -12%, EPAC1 agonist 2% and FUS suppressor 0%.
Screening COc1cc(/C=C2\C(=O)ON=C2c2ccccc2)cc(OC)c1OC returned EPAC2 agonist 13%, PTHR1 ag -9%[57.5 µM], aSyn rescue 27%, EPAC1 antagonist 16%, TDP-43 yeast inh inconclusive, EPAC2 antag 1%[57.1 µM], EPAC1 agonist -4% and FUS suppressor 1%.
For Cc1ccc(N(C(=O)c2csnn2)C(C(=O)NC2CCCC2)c2ccncc2)c(C)c1 (stereo not drawn) the results were EPAC2 agonist 6%, PTHR1 ag inactive, aSyn rescue -4%, EPAC1 antagonist 9%, TDP-43 yeast inh 0%, EPAC2 antag 3%, EPAC1 agonist 8% and FUS suppressor 26%.
For CC(C)CC(=O)NC(NC(=S)Nc1sc2c(c1C#N)CCCC2)C(Cl)(Cl)Cl (stereo not drawn) the results were EPAC2 agonist 14%, PTHR1 ag -35%, aSyn rescue -3%, EPAC1 antagonist 3%, TDP-43 yeast inh 5%, EPAC2 antag -16%, EPAC1 agonist 15% and FUS suppressor inconclusive.
Screening COc1ccc2cc(C[C@@H]3CC[C@@H](CNC(N)=O)O3)ccc2c1 returned EPAC2 agonist 5%, PTHR1 ag inactive, aSyn rescue 0%, EPAC1 antagonist 0%, TDP-43 yeast inh -1%, EPAC2 antag -9%, EPAC1 agonist 5% and FUS suppressor -7%.
For Cc1cccc(NC(=O)C(=O)NCC2CCCN2S(=O)(=O)c2ccccc2)c1 (stereo not drawn) the results were EPAC2 agonist 3%, PTHR1 ag inactive, aSyn rescue 3%, EPAC1 antagonist -14%, TDP-43 yeast inh 24%, EPAC2 antag -3%, EPAC1 agonist -2% and FUS suppressor 18%.
`O=C(CCS(=O)(=O)c1ccc(Br)cc1)Nc1ccccc1Cl` gave EPAC2 agonist 2%, PTHR1 ag inactive, aSyn rescue -5%, EPAC1 antagonist -24%, TDP-43 yeast inh -4%, EPAC2 antag 3%, EPAC1 agonist 8% and FUS suppressor 14%.
Screening CCC(C)Sc1ccc([C@@H]2[C@H]3C(=O)N(CC)C(=O)[C@H]3[C@]3(C(=O)OC)CCCN23)cc1OC (stereo partly drawn) returned EPAC2 agonist 7%, PTHR1 ag inactive, aSyn rescue -13%, EPAC1 antagonist -17%, TDP-43 yeast inh 16%, EPAC2 antag -3%, EPAC1 agonist -1% and FUS suppressor 33%.
COc1ccc(CNC(=O)Cn2nc(C(F)(F)F)cc2C)cc1 was read as EPAC2 agonist -1%, PTHR1 ag inactive, aSyn rescue 9%, EPAC1 antagonist 16%, TDP-43 yeast inh 3%, EPAC2 antag 21%, EPAC1 agonist -2% and FUS suppressor -39%.
COc1ccccc1-c1noc2c1C(=O)N(Cc1cn(Cc3ccccc3)nn1)CC2 was read as EPAC2 agonist 8%, PTHR1 ag -12%, aSyn rescue -4%, EPAC1 antagonist 18%, TDP-43 yeast inh -11%, EPAC2 antag 4%, EPAC1 agonist -5% and FUS suppressor -1%.
`Cc1cccc(OCC(=O)N/N=C/c2sc(=O)n(Cc3cccc(C(=O)O)c3)c2Cl)c1` gave EPAC2 agonist 1%, PTHR1 ag 9%, aSyn rescue 0%, EPAC1 antagonist -22%, TDP-43 yeast inh -26%, EPAC2 antag -9%, EPAC1 agonist 7% and FUS suppressor 16%.
Cc1nnc2c(NCC(C)c3ccccc3)nc3ccccc3n12 (stereo not drawn) was read as EPAC2 agonist 1%, PTHR1 ag -9%, aSyn rescue 0%, EPAC1 antagonist -4%, TDP-43 yeast inh 27%, EPAC2 antag 0%, EPAC1 agonist -6% and FUS suppressor 1%.
Cc1ccc(CNC(=O)CN(C(=O)N2CCN(C)CC2)S(=O)(=O)c2ccc(C)cc2)cc1 was read as EPAC2 agonist -5%, PTHR1 ag -1%, aSyn rescue 6%, EPAC1 antagonist 10%, TDP-43 yeast inh 12%, EPAC2 antag -5%, EPAC1 agonist 1% and FUS suppressor -2%.
Screening CCOC(=O)C1=C(CN2CCN(C(=O)c3ccco3)CC2)NC(=O)NC1c1ccc(F)cc1 (stereo not drawn) returned EPAC2 agonist -9%, PTHR1 ag -88%[inhibitor], aSyn rescue 9%, EPAC1 antagonist 8%, TDP-43 yeast inh 2%, EPAC2 antag -1%, EPAC1 agonist 5% and FUS suppressor 16%.
CC1=C(C(=O)O)N2C(=O)C(NC(=O)c3ccc(F)cc3)C2SC1 (stereo not drawn) was read as EPAC2 agonist 1%, PTHR1 ag inactive, aSyn rescue 1%, EPAC1 antagonist -4%, TDP-43 yeast inh 10%, EPAC2 antag -13%, EPAC1 agonist -8% and FUS suppressor -11%.
`O=C(CCCCCCN1C(=O)c2ccccc2C1=O)NC1CCCCC1` gave EPAC2 agonist 0%, PTHR1 ag -25%, aSyn rescue -5%, EPAC1 antagonist 8%, TDP-43 yeast inh 2%, EPAC2 antag 12%, EPAC1 agonist -2% and FUS suppressor 1%.

Three structures from above, ordered by count of non-hydrogen atoms, descending.
`O=C(CCCCCCN1C(=O)c2ccccc2C1=O)NC1CCCCC1` gave EPAC2 agonist 0%, PTHR1 ag -25%, aSyn rescue -5%, EPAC1 antagonist 8%, TDP-43 yeast inh 2%, EPAC2 antag 12%, EPAC1 agonist -2% and FUS suppressor 1%.
Cc1nnc2c(NCC(C)c3ccccc3)nc3ccccc3n12 (stereo not drawn) was read as EPAC2 agonist 1%, PTHR1 ag -9%, aSyn rescue 0%, EPAC1 antagonist -4%, TDP-43 yeast inh 27%, EPAC2 antag 0%, EPAC1 agonist -6% and FUS suppressor 1%.
CC1=C(C(=O)O)N2C(=O)C(NC(=O)c3ccc(F)cc3)C2SC1 (stereo not drawn) was read as EPAC2 agonist 1%, PTHR1 ag inactive, aSyn rescue 1%, EPAC1 antagonist -4%, TDP-43 yeast inh 10%, EPAC2 antag -13%, EPAC1 agonist -8% and FUS suppressor -11%.
